Source: PubChem
UBC13 polyUb: UBC13 polyubiquitin chain formation inhibitors, primary screen, biochemical, TR-FRET, uHTS; Ubiquitin-conjugating enzyme E2 N (Homo sapiens), P61088; inhibition, % at 20 µM; 330,000 tested, 0.47% active; AID 485273, 2010; in the data active means inhibition above about 45%, passing the limit was not always enough
Target sequence (P61088 whole entry, looked up): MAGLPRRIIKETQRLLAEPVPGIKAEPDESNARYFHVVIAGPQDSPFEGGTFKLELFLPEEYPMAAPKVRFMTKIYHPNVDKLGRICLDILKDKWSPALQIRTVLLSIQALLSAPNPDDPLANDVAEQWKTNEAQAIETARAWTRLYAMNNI
Gli-Sufu antag: Gli-Sufu pathway antagonists, primary screen, luciferase luminescence, Sufu-KO-LIGHT cells, uHTS. Sufu-KO-LIGHT fibroblasts, Gli luciferase reporter luminescence. 340,000 tested, 0.74% active. AID 588413, 2011. inhibition, % at 5 µM;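 active means inhibition above about 55%, limit read from the data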;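 further: 0% = DMSO-treated cells and 100% = wells with medium but no cells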
CCR6 antag: CCR6 receptor antagonists, primary screen, cell-based, CHO-K1, luminescence, beta-arrestin, uHTS | C-C chemokine receptor type 6 (Homo sapiens), P51684 | CHO-K1 CCR6 PathHunter beta-arrestin, CCL20-stimulated | inhibition, % at 20 µM | 340,000 tested, 0.49% active;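 active means compounds whose inhibition of the agonist-driven luminescence signal at 20 µM reaches about 50%, limit read from the data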;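 further: cells stimulated with CCL20 at 14 nM final; plate controls were DMSO with CCL20 for no effect and DMSO without agonist for full effect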
EBI2 block: EBI2 receptor antagonists, beta-arrestin recruitment, primary screen, cell-based, luminescence, 7a,25-OHC stimulation, uHTS; 7a,25-OHC stimulated; inhibition, % at 5 µM; 360,000 tested, 0.81% active; G-protein coupled receptor 183 (Homo sapiens), P32249; AID 651636, 2012; in the data active means inhibition above about 38%;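 further: enzyme fragment complementation signal reports receptor beta-arrestin coupling in cells; 0% = agonist plus DMSO wells and 100% = wells without agonist; some results beyond the cut were filed as inactive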
697 NFkB inh: inhibitors of PMA/ionomycin-induced NF-kB reporter, 697 cells, primary screen, B-cell NF-kB inhibitor project, cell-based, luminescence, uHTS | 697 B-cell NF-kB luciferase reporter, 16 h | inhibition, % at 4 µM | 330,000 tested, 0.33% active | AID 435022, 2010; in the data active means inhibition above about 35%
CXCR6 inh: CXCR6 receptor inhibitors, primary screen, cell-based, beta-arrestin, luminescence, CHO-K1 PathHunter, 1536-well | C-X-C chemokine receptor type 6 (Homo sapiens), O00574 | inhibition, % at 20 µM | 360,000 tested, 0.36% active | AID 602244, 2012; in the data active means inhibition above about 34%, passing the limit was not always enough;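 further: antagonist mode with CXCL16 agonist at 10 nM final; 0% = 10 nM CXCL16 with DMSO and 100% = unstimulated wells without agonist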
Target sequence (O00574 whole entry, looked up): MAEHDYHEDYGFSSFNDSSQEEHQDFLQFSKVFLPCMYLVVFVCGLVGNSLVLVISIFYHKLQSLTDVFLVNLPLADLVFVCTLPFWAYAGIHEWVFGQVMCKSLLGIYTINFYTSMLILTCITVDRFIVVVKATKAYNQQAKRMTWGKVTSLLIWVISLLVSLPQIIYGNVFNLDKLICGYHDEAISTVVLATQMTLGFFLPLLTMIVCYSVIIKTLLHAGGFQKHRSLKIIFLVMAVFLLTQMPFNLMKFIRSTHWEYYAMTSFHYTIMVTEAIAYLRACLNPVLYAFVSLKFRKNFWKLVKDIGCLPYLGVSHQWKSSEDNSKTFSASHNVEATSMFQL
APJ antagonist: antagonists of human apelin receptor APJ, primary screen, CHO-K1 cells, beta-arrestin complementation, luminescence | P35414 | inhibition, % at 20 µM | 330,000 tested, 0.32% active | AID 2521, 2010;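 active means inhibition above about 40% at 20 µM, limit read from the data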;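 further: cells challenged with 10 nM apelin-13 agonist together with compound; plate controls were apelin-13 plus DMSO wells for no effect and DMSO wells lacking apelin-13 for full effect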
Target sequence (P35414 whole entry, looked up): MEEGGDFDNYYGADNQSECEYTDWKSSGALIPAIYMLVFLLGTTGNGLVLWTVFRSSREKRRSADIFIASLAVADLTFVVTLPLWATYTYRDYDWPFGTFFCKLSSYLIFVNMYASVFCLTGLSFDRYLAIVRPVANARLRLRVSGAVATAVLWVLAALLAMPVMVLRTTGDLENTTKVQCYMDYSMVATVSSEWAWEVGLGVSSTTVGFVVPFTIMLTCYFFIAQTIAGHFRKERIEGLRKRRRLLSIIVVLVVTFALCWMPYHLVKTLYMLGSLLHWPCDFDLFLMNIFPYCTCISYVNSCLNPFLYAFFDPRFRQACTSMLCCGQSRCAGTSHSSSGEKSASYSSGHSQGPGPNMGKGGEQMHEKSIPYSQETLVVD
Jurkat NFkB inh: inhibitors of induced NF-kB luciferase reporter, primary screen, TCR NF-kB activation inhibitor project, cell-based, luminescence, uHTS | Jurkat, PMA/ionomycin-induced NF-kB luciferase reporter | inhibition, % at 4 µM | 330,000 tested, 0.53% active | AID 435003, 2010; in the data active means inhibition above about 50%
Starred values were filed as active, the others as inactive; . = not tested or not shown. An unsorted share of the library; any-hit rate near 3%.

SMILES	UBC13 polyUb	Gli-Sufu antag	CCR6 antag	EBI2 block	697 NFkB inh	CXCR6 inh	APJ antagonist	Jurkat NFkB inh
OCc1nc2ccccc2n1CC(O)Cn1ccc2ccccc21 (stereo not drawn)	-1	11	3	1	-12	1	14	23
Cc1ccc2[nH]c(=O)c(CN(C)C(=O)c3cccs3)cc2c1	-2	-2	13	-10	10	0	-7	-24
O=C(NC1CCCCC1)c1ccc(S(=O)(=O)N2CCCC2)cc1	3	-1	10	-16	14	0	2	-3
Cc1cc(S(=O)(=O)N2CCC3(CC2)OCCO3)c(C)cc1Cl	-2	4	17	-6	-12	-4	-19	2
COc1cccc(C(=O)Nc2ccc3c(c2)n(C)c(=O)n3C)c1	-5	-1	12	-1	3	-4	9	-13
COc1ccc(/C=C2\SC(=S)N(CC(=O)OCC(=O)Nc3ccc([N+](=O)[O-])cc3OC)C2=O)cc1	.	0	9	7	.	-1	.	.
N/N=C1\CCCc2c1[nH]c1ccc([N+](=O)[O-])cc21	-9	-1	-3	-9	7	-7	20	10
Cc1ccc(/C=N/NC(=O)c2nnn(-c3nonc3N)c2CSc2ccc(Cl)cc2)cc1	-6	-2	4	21	-22	7	-3	3
CCNc1nc(N2CCOCC2)nc(N(c2ccccc2)c2ccccc2)n1	1	2	3	9	-24	-7	7	-6
COc1ccccc1C(=O)C1CCCN(C(=O)CSc2ccccn2)C1 (stereo not drawn)	-6	-7	-12	2	-11	-4	6	8
CCCCn1c(N)c(N(Cc2ccccc2)C(=O)COc2ccccc2F)c(=O)[nH]c1=O	-3	-4	1	13	6	-6	-1	11
CCn1c(=O)c(=O)n(CC)c2cc(S(=O)(=O)Nc3ccc(C)cc3)ccc21	-3	10	-2	6	13	-5	-17	-7
CCCN1C(=O)COc2ccc(-c3n[nH]c(=O)c4ccccc34)cc21	2	13	13	7	-8	3	12	-6
CC(=O)Nc1ccc(NC(=O)CSc2nc3ccccc3c(=O)n2CCCN2CCOCC2)cc1	0	34	8	-3	-10	-2	12	-1
Cc1noc(C)c1S(=O)(=O)Nc1ccc2c(c1)C(=O)N([C@H](C)CO)C[C@H](C)[C@@H](CN(C)C(=O)Nc1ccc(C(F)(F)F)cc1)O2	10	6	10	-4	14	-2	0	10
Cc1ccc(OC(C)C(=O)Nc2ccc3c(c2)n(C)c(=O)n3C)cc1C (stereo not drawn)	-8	7	7	12	8	-7	-17	5
COc1ccc(NC(=S)N2CCN(C(c3ccccc3)c3ccccc3)CC2)c(OC)c1	-9	18	16	10	-8	16	1	1
N#Cc1ccccc1NC(=O)c1ccc2c(c1)OCCO2	7	-34	5	1	-32	6	-1	-37
Cn1ccnc1SCC(=O)Nc1ccc(SC(F)F)cc1	4	-20	-3	-9	-36	-8	-9	-4
CCOc1ccc(N2C(=O)CC(Cc3ccccc3OC)C2=O)cc1 (stereo not drawn)	5	3	14	2	1	7	-2	-10
O=C(CSc1ncn[nH]1)c1cccc([N+](=O)[O-])c1	-1	-8	6	-4	-5	-5	-4	-5
Cc1cccc(N2CCN(C(=O)CCCOc3ccccc3)CC2)c1C	2	-14	14	15	-102	-1	16	-76
CC(=O)Nc1ccc(N2C(=O)CC(Sc3nc(C)cc(C)n3)C2=O)cc1 (stereo not drawn)	8	7	5	2	-3	-4	-6	5
Cc1cn(CC(=O)NCc2ccc3c(c2)OCO3)c(=O)[nH]c1=O	.	0	-3	0	.	-4	.	.
CC(=O)C1=C(Nc2ccccc2)CC(C)(O)C(C(C)=O)C1c1ccccc1 (stereo not drawn)	-4	2	6	-4	11	-1	11	1

Not a retest: 13 of the compounds above.
SMILES	UBC13 polyUb	Gli-Sufu antag	CCR6 antag	EBI2 block	697 NFkB inh	CXCR6 inh	APJ antagonist	Jurkat NFkB inh
CCCN1C(=O)COc2ccc(-c3n[nH]c(=O)c4ccccc34)cc21	2	13	13	7	-8	3	12	-6
CC(=O)Nc1ccc(NC(=O)CSc2nc3ccccc3c(=O)n2CCCN2CCOCC2)cc1	0	34	8	-3	-10	-2	12	-1
Cc1noc(C)c1S(=O)(=O)Nc1ccc2c(c1)C(=O)N([C@H](C)CO)C[C@H](C)[C@@H](CN(C)C(=O)Nc1ccc(C(F)(F)F)cc1)O2	10	6	10	-4	14	-2	0	10
Cc1ccc(OC(C)C(=O)Nc2ccc3c(c2)n(C)c(=O)n3C)cc1C (stereo not drawn)	-8	7	7	12	8	-7	-17	5
COc1ccc(NC(=S)N2CCN(C(c3ccccc3)c3ccccc3)CC2)c(OC)c1	-9	18	16	10	-8	16	1	1
N#Cc1ccccc1NC(=O)c1ccc2c(c1)OCCO2	7	-34	5	1	-32	6	-1	-37
Cn1ccnc1SCC(=O)Nc1ccc(SC(F)F)cc1	4	-20	-3	-9	-36	-8	-9	-4
CCOc1ccc(N2C(=O)CC(Cc3ccccc3OC)C2=O)cc1 (stereo not drawn)	5	3	14	2	1	7	-2	-10
O=C(CSc1ncn[nH]1)c1cccc([N+](=O)[O-])c1	-1	-8	6	-4	-5	-5	-4	-5
Cc1cccc(N2CCN(C(=O)CCCOc3ccccc3)CC2)c1C	2	-14	14	15	-102	-1	16	-76
CC(=O)Nc1ccc(N2C(=O)CC(Sc3nc(C)cc(C)n3)C2=O)cc1 (stereo not drawn)	8	7	5	2	-3	-4	-6	5
Cc1cn(CC(=O)NCc2ccc3c(c2)OCO3)c(=O)[nH]c1=O	.	0	-3	0	.	-4	.	.
CC(=O)C1=C(Nc2ccccc2)CC(C)(O)C(C(C)=O)C1c1ccccc1 (stereo not drawn)	-4	2	6	-4	11	-1	11	1

Remaining list, next part.
SMILES	UBC13 polyUb	Gli-Sufu antag	CCR6 antag	EBI2 block	697 NFkB inh	CXCR6 inh	APJ antagonist	Jurkat NFkB inh
COc1cnc(-c2ccccc2)nc1Oc1ccc(Cl)cc1C	7	2	6	-1	4	1	17	0
COc1cc(C(=O)NCC(=O)NC(C)c2ccc(-n3ccnc3)cc2)cc(OC)c1OC (stereo not drawn)	-1	-8	-3	-6	6	10	6	-12
COc1ccc(N=C2SC(C(=O)Nc3ccc(F)cc3)CC(=O)N2C)cc1 (stereo not drawn)	5	4	-8	-9	4	-10	-15	-2
CC(C)(C)C(=O)NC(=S)N1CCCC1	1	2	2	-4	-16	0	-5	4
CC1=NN(C(=O)c2csc(C)c2)C(O)(C(F)(F)F)C1 (stereo not drawn)	5	21	9	-4	3	-1	-5	-16
O=C(CSc1nnc2scc(-c3ccccc3)n12)NCc1ccco1	3	2	12	-10	-4	-8	25	-5
Cn1nc(-c2ccccc2)c(-c2nc(-c3ccc(Cl)cc3)no2)c1Cl	6	24	13	18	3	1	5	-6
CCCS(=O)(=O)N1CCN=C1SCc1ccc(F)cc1	3	-2	-6	-6	4	12	6	14
O=C(Nc1cccnc1)c1ccc(Cl)cc1[N+](=O)[O-]	-6	0	0	-10	-23	-13	-8	3
Cc1ccc(OCCCCN2CCCCC2)c(C)c1	0	1	24	-8	0	-2	0	7
O=C(NC1CCCCC1)c1cc(S(=O)(=O)N2CCOCC2)ccc1Cl	1	-9	7	-7	0	6	-3	0
COC(=O)c1ccccc1NC(=O)/C=C/c1ccco1	-15	9	0	-1	-61	0	6	-1
COC(=O)CCC/C=C1/SCC(NC(=O)c2ccccc2)C1NC(C)=O (stereo not drawn)	-8	-10	-6	-3	10	-5	6	-3
Cc1ccc2c(c1)CC1(CN2C)C(=O)OC2(CCCCC2)OC1=O	-3	5	-6	-8	-6	1	-1	8
CC(C)Cc1nc2sc3c(=O)[nH]cnc3c2c2c1CCCC2	38	-1	5	4	5	-5	3	-9
Cc1ccccc1C(=O)Nc1ccc(O)c2c(=O)cc(-c3ccccc3Cl)oc12	-7	-9	16	43	6	10	-1	15
COC(=O)Cn1c2ccc(Cl)cc2c2nc(C)sc21	0	10	1	-4	15	2	6	-5
Cc1ccc(C(=O)Nc2ccc(S(=O)(=O)N3CCCC3)cc2)cc1	-2	26	-5	8	-6	1	6	-39
O=C(OCCc1cc2ccccc2c(=O)o1)c1ccc(F)cc1	-2	-16	9	12	-5	1	3	-11
Cc1ccc(C(C)C)c(OCC(=O)OCC(=O)NC2CC2)c1	6	-1	2	10	5	-3	0	8
Cc1cc(=O)[nH]c(SCC(=O)Nc2ncc(S(=O)(=O)c3ccc([N+](=O)[O-])cc3)s2)n1	-12	-1	3	4	9	-11	0	8
Cc1nnc(SCC(=O)N2CCN(S(=O)(=O)c3ccccc3)CC2)s1	4	2	-4	-1	11	0	4	0
CCCc1cc(=O)[nH]c(/N=C(\N)Nc2ccccc2)n1	-3	4	-1	-25	11	-6	9	-1
CC(C)c1ccc(C2C(C(=O)c3ccco3)=C(O)C(=O)N2CCN2CCOCC2)cc1 (stereo not drawn)	-8	-27	3	-7	-9	1	11	-25
O=c1cccccc1NN=C1CCCCC1	-6	22	-2	-3	1	-27	-17	-4

Quoted at random: two records from the list
SMILES	UBC13 polyUb	Gli-Sufu antag	CCR6 antag	EBI2 block	697 NFkB inh	CXCR6 inh	APJ antagonist	Jurkat NFkB inh
O=C(Nc1cccnc1)c1ccc(Cl)cc1[N+](=O)[O-]	-6	0	0	-10	-23	-13	-8	3
O=C(OCCc1cc2ccccc2c(=O)o1)c1ccc(F)cc1	-2	-16	9	12	-5	1	3	-11

(more compounds)
SMILES	UBC13 polyUb	Gli-Sufu antag	CCR6 antag	EBI2 block	697 NFkB inh	CXCR6 inh	APJ antagonist	Jurkat NFkB inh
Cn1[nH]c(=O)c(Cl)c(Cl)c1=O	-1	6	3	-9	8	4	-4	9
CC(C)C[C@@H](CN)NC(=O)c1nc[nH]c1C(=O)N[C@@H](C)C(=O)CNC[C@H](C)NC(=O)c1nc[nH]c1C(=O)N[C@@H](CC(=O)O)C(=O)O	.	-6	1	-11	.	-3	.	.
Cc1ccnc(NC(=O)CNC(=O)c2sc3ccccc3c2Cl)c1	36	-24	-14	-3	-71	0	18	-114
OCCC1CN(Cc2cccn2-c2ncccn2)CCN1C1CCCC1 (stereo not drawn)	20	11	-4	-6	21	4	15	13
COc1cc(CCCN2CCNC[C@@H]2Cc2ccccc2)cc(OC)c1OC	-1	-3	-1	1	5	-4	-2	4
COc1ccc(C(CC(=O)O)NC(=O)c2cccs2)cc1 (stereo not drawn)	-6	3	0	-7	15	-6	-4	0
COCCn1nnnc1C(c1ccc(OC)cc1OC)N1CCN(c2ccccc2F)CC1 (stereo not drawn)	0	3	9	-4	11	-2	4	1
Cc1noc(C)c1CSCC(=O)Nc1cc(Cl)ccc1N1CCOCC1	6	0	10	8	23	6	-6	-5
O=[N+]([O-])c1ccc(S(=O)(=O)Nc2ccc(-c3ccc(N4CCCC4)nn3)cc2)cc1	-14	-11	22	-3	-46	3	-63	-46
Clc1ccc(C=NN2CCCCCC2)cc1Cl	.	-80	16	3	.	-4	.	.
CC(C)c1cc(C(=O)N/N=C/c2c[nH]c3ccccc23)n[nH]1	14	-6	-3	5	-11	3	10	-16
CCOc1ccccc1NC(=O)CSc1nc(=O)n(CCN2CCOCC2)c2c1CCCC2	10	0	9	-4	17	2	18	13
COc1ccc(N2CCN(S(=O)(=O)CCNC(=O)COc3ccccc3)CC2)cc1	-5	-6	15	-2	17	-10	0	-6
CC(C)OCCCNC(=O)c1ccc(CS(=O)(=O)Cc2ccccc2F)o1	7	3	2	19	17	0	0	15
CSc1nc(N)c(C#N)c(-c2ccc(Cl)cc2)c1C#N	23	5	10	16	8	10	-16	-5
COC(=O)c1ccccc1NC(=O)CSc1nnc(Cc2ccc(Cl)cc2)o1	-12	2	6	9	-31	8	1	-22
